# Screening results as filed in PubChem.
# M5 ag: human M5 muscarinic receptor agonists, primary screen, CHO-K1 cells, Fluo-8 calcium fluorescence; Muscarinic acetylcholine receptor M5 (Homo sapiens), P08912; CHO-K1 hM5 cells; 0% DMSO wells, 100% maximal acetylcholine response; activation, % at 3 µM; 360,000 compounds, 0.19% hits;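 active = activation above the run's mean over test compounds plus 3 SD, cut at about 23% in these data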;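 also: signal is peak over basal fluorescence ratio across the kinetic read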
# Target sequence (P08912 whole entry, looked up): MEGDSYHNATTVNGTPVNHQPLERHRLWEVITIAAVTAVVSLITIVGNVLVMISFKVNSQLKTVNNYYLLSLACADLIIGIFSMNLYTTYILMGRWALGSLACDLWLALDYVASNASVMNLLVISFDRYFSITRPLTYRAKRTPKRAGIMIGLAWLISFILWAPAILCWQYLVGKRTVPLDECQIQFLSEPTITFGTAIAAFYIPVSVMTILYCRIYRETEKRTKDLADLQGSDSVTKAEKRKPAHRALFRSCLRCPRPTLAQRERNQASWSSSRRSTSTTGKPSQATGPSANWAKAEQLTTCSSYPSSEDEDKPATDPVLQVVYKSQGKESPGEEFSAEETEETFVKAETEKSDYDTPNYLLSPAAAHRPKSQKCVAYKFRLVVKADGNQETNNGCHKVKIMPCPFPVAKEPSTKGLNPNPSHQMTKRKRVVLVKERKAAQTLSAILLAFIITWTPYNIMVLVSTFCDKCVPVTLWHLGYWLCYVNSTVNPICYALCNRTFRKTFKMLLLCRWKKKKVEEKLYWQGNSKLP
# M1 PAM parental: nonselective calcium activators in parental CHO-K1 cells, primary screen, counter-screen for M1 PAM project, cell-based, Fluo-8 calcium fluorescence, full deck, 1536-well; activation, % at 3 µM; 360,000 compounds, 0.02% hits; ATP EC20; 0% at ATP EC20, 100% at ATP max;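 active = activation above the run cutoff, the mean activation of all test compounds plus 3 SD, cut at about 40% in these data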;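 also: peak over basal fluorescence ratio in a 140 s read after ATP addition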
# CHRM4 antagonist: human M4 muscarinic receptor antagonists, primary screen, CHO cells, Fluo-8 calcium fluorescence. inhibition, % at 3 µM. CHO-hM4 cells, ACh EC80. AID 624125, 2012. 360,000 compounds, 0.73% hits;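 active = inhibition above its plate's cutoff, the mean inhibition of sample wells plus 3 SD, cut at about 27% in these data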;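 also: 0% = acetylcholine EC80 with DMSO and 100% = DMSO without agonist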
# Target sequence (P08173 whole entry, looked up): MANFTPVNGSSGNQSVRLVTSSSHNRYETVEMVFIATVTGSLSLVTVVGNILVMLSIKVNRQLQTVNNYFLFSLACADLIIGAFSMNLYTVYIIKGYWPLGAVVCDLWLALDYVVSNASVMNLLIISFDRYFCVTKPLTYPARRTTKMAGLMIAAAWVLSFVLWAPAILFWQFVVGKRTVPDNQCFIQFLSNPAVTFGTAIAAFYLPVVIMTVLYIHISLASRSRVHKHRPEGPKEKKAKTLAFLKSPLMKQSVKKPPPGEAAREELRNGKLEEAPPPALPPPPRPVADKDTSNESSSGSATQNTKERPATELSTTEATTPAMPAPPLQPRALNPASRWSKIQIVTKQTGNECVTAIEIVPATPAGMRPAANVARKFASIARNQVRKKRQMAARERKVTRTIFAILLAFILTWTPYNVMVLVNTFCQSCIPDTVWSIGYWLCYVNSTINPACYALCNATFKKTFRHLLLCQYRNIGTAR
# M1 ag parental: counter-screen for M1 agonists: effect in parental CHO-K1 cells | 360,000 compounds, 0.48% hits | activation, % at 3 µM | AID 602248, 2012 | Fluo-8 calcium fluorescence; scaled to maximal ATP response, vehicle zero; in the data active = activation above about 15%;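 also: untransfected CHO-K1 host cells lacking M1 receptor as counterscreen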
# M5 PAM: human M5 muscarinic receptor positive allosteric modulators, primary screen, CHO-K1 cells, Fluo-8 calcium fluorescence; CHO-K1 hM5, ACh EC20 PAM; 0% = ACh EC20, 100% = ACh EC100; activation, % at 3 µM; 360,000 compounds, 0.3% hits;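 active = activation above the run cutoff, the mean activation of all test compounds plus 3 SD, cut at about 18% in these data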
#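 System: CHO-K1 cell line with stable human muscarinic M5 receptor expression | Also added: EC20 acetylcholine as agonist stimulus | Compound: One concentration, 3 µM final (nominal) | Timing: Fluo-8 loading 80 min at 37 °C plus 30 min room temperature | Measured by: Fluo-8 calcium dye fluorescence, kinetic read | Read-out basis: % activation, ACh-normalized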
# CHO-K1 Ca antag: nonselective inhibitor or artifact in parental CHO-K1 cells; 360,000 compounds, 0.6% hits; inhibition, % at 3 µM; ATP-induced calcium, Fluo-8 fluorescence;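 active = inhibition above a per-plate cutoff, the plate's mean sample inhibition plus 3 SD, cut at about 24% in these data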;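 also: 0% = DMSO plus EC80 ATP and 100% = DMSO alone without ATP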
# M5 antag: human M5 muscarinic receptor antagonists, primary screen, CHO cells, Fluo-8 calcium fluorescence; inhibition, % at 3 µM; 360,000 compounds, 0.59% hits; Muscarinic acetylcholine receptor M5 (Homo sapiens), P08912; CHO-hM5 cells, ACh EC80; AID 624040, 2012;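 active = inhibition above a per-plate cutoff, the mean of that plate's test compounds plus 3 SD, cut at about 27% in these data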;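 also: 0% = acetylcholine EC80 with DMSO and 100% = DMSO without agonist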
# M4 PAM: human M4 muscarinic receptor positive allosteric modulators, primary screen, CHO-K1 cells, Fluo-8 calcium fluorescence; CHO-K1 hM4/Gqi5, ACh EC20; 0% = ACh EC20, 100% = maximal ACh; activation, % at 3 µM; 360,000 compounds, 0.4% hits; AID 624126, 2012;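 active = activation above its plate's cutoff, the mean activation of sample wells plus 3 SD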; also: some results filed as inactive read as strong as hits
# M4 ag: human M4 muscarinic receptor agonists, primary screen, CHO-K1 cells, Fluo-8 calcium fluorescence | CHO-K1 hM4/Gqi5; vehicle 0%, full acetylcholine response 100% | activation, % at 3 µM | 360,000 compounds, 0.14% hits | AID 624127, 2012;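 active = activation above the run mean over all test wells plus 3 SD, cut at about 32% in these data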;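 also: peak over basal fluorescence ratio per well then scaled between controls; 0% = DMSO wells and 100% = acetylcholine at EC100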
# Numbers without * were called inactive. Rows are unselected; any-hit rate near 2.7%.
compound	M5 ag	M1 PAM parental	CHRM4 antagonist	M1 ag parental	M5 PAM	CHO-K1 Ca antag	M5 antag	M4 PAM	M4 ag
O=C(CNC(=O)c1ccc(Cl)cc1Cl)NCc1ccccn1	1	0	2	-0.3	-1	7	8	18	1
CCCCS(=O)(=O)N1CCCC(C(=O)Oc2ccc(Cl)cc2)C1 (stereo unspecified)	6	15	-16	2.9	9	1	-10	13	2
Cc1nc2c(C)cccc2c2c1COC2	-1	23	-2	1.1	2	-5	1	-1	1
COc1cc2[nH]c(C(=O)N3CCc4ccccc4C3)cc2c(OC)c1OC	-1	-8	-6	2.2	-1	-6	7	0	4
Cc1ccccc1C(=O)NCC(=O)c1ccccc1	2	16	2	0.7	-7	-6	10	-5	1
CC1CCCC(NC(=O)c2ccc3c(c2)OCCO3)C1C (stereo unspecified)	-3	11	5	0.2	-4	-1	4	5	0
COC(=O)c1cc2oc(C)cc2n1CC(=O)Nc1cc(C)cc(C)c1	0	18	6	1.4	3	-20	2	-4	1
COc1ccc(N2CCN(C(=O)c3cccs3)CC2)cc1	-3	10	3	1.0	-2	-4	12	1	2
CCOc1ccc(Br)cc1S(=O)(=O)NC1CCCC1	-4	6	1	0.1	4	-11	5	0	0
O=C(NNC(=S)Nc1ccccc1)c1ccncc1	-1	14	-11	-0.1	13	7	-5	10	0
Cc1cc2cc(CNC(=S)Nc3ccc(OC(F)F)cc3)ccc2n1C	1	-2	-1	0.2	-8	-8	10	-5	1
CS(=O)(=O)c1ccc2nc(NC(=O)c3cc4ccccc4o3)sc2c1	-3	18	1	0.9	7	-7	-2	-1	1
CCOc1ncccc1C(=O)OCC(=O)N1c2ccccc2CC1C (stereo unspecified)	1	-7	11	2.6	-7	-2	15	1	5
COc1cc(/C=C(/C#N)C(=O)Nc2ccc(C)cc2)ccc1Oc1nc(Cl)ncc1F	-5	31	-2	4.0	1	-12	-4	-1	2
CC(=O)c1ccc(N2CCN(C(=O)c3ccc(-c4ccccc4)cc3)CC2)cc1	-2	4	-4	0.7	0	-1	11	8	3
CCN(C[C@H]1N[C@@](CC)(C(=O)OC)[C@H]2C(=O)N(Cc3ccccc3)C(=O)[C@@H]12)S(=O)(=O)c1ccc(C(F)(F)F)cc1	1	-11	-7	0.0	-4	13	-7	5	0
CC(NC(=O)Cn1cc(C(F)(F)F)ccc1=O)c1ccc(F)cc1 (stereo unspecified)	0	14	5	0.2	-6	-17	9	4	1
Cc1ccc2cc(CN(CCCN3CCOCC3)C(=O)NC3CCCCC3)c(=O)[nH]c2c1C	-4	7	1	-0.1	-2	6	-7	6	2
Cc1ccccc1C(=O)Nc1cc(S(=O)(=O)N2CCCCC2)ccc1N1CCN(C)CC1	5	21	7	1.7	-3	-3	3	-10	3
COc1ccc(CCNC(=O)C2c3ccccc3C(=O)N2CCC(C)C)cc1OC (stereo unspecified)	-1	0	0	1.5	-3	-12	12	-9	4
Cc1ccc(/C=N/NC(=O)CNC(=O)COc2ccccc2)cc1	-4	-2	8	0.2	-2	-1	2	-1	0
CCOc1cccc(CNc2nnnn2C)c1	0	8	10	1.0	-2	-11	4	-1	1
COc1ccc(N(CC(=O)NCCSC(C)(C)C)S(C)(=O)=O)c(OC)c1	4	20	-2	1.1	4	-20	-5	5	1
CSc1nsc(SCC(=O)Nc2cc(C(=O)O)ccc2C)n1	-1	0	-3	0.4	8	-5	-6	3	0
Cc1onc(-c2ccccc2)c1C(=O)Nc1ncc([N+](=O)[O-])s1	9	4	1	16*	-10	12	14	-6	21
CC(=O)N[C@H]1[C@H]([C@H](O)[C@H](O)CO)OC(C(=O)O)=C[C@@H]1O	1	2	-9	0.4	-5	-2	-5	-1	0
COc1ccc(C2=NOC(C)(c3nnc(-c4ccncc4)o3)C2)cc1 (stereo unspecified)	11	15	-13	6.7	-1	-17	8	0	7
Cc1cc(N2CCOCC2)ccc1/C=C1\NC(=O)N(CC(=O)Nc2ccccc2C)C1=O	-4	-20	-2	0.1	-2	-2	10	-4	0
COc1ccc(/C=C(\NC(=O)c2cccs2)C(=O)Nc2ccccc2C)cc1OC	4	2	-2	3.0	-12	-7	4	-12	6
O=C(OCc1ccc(F)cc1)c1ccc2c(c1)-c1ccccc1C2=O	-1	15	4	0.2	4	-12	-6	0	1

compound	M5 ag	M1 PAM parental	CHRM4 antagonist	M1 ag parental	M5 PAM	CHO-K1 Ca antag	M5 antag	M4 PAM	M4 ag
C/C(=N/Nc1nc(C)cc(-c2ccccc2)n1)c1ccco1	-10	18	-10	0.5	2	-21	-14	-7	4
Cc1cccc(CN2CCN(C(=O)CCc3nnc(C4CCCCC4)o3)CC2)c1	-3	-8	-11	0.4	2	-2	-9	15	2
O=C(c1nnsc1S(=O)c1ccc(Cl)cc1)N1CCOCC1 (stereo unspecified)	11	3	15	1.2	14	3	0	0	4
Cc1nn(-c2ccccc2)c(N2CCCC2)c1/C=N/NC(=S)Nc1ccccc1F	-3	27	-7	0.2	-1	-7	-2	0	0
O=C(NCCCN1CCOCC1)c1ccc(S(=O)(=O)Nc2ccccc2)cc1	-3	-10	-5	-0.1	-5	4	11	7	0
CCOc1ccc(/C(O)=C2/C(=O)C(=O)N(CCN(C)C)C2c2ccccc2)cc1Cl (stereo unspecified)	-4	19	-11	-0.2	0	-8	12	14	1
Cc1ccc(F)cc1NC(=O)N1CCN(c2ccnc3cc(Cl)ccc23)CC1	3	4	-6	9.4	-5	-11	-10	-9	11
N#CCNC(=O)c1cccn1-c1ncc(C(F)(F)F)cc1Cl	0	23	-3	0.6	7	-12	-21	5	1
CC1CC(C)CN(C(=O)CNC(=O)c2ccc3ccccc3c2)C1 (stereo unspecified)	-1	16	-1	2.5	-8	-4	6	6	8
CC1CCCC(C)N1C(=O)CSc1nnnn1C1CCCC1 (stereo unspecified)	-8	13	-1	0.1	-4	-15	13	-3	1
COc1ccc(C2=Nn3c(nnc3-c3ccccc3C(F)(F)F)SC2)cc1OC1CCOC1 (stereo unspecified)	2	-10	3	-0.2	-4	-9	16	1	1
COc1ccc(C(=O)CN2CCN(S(=O)(=O)c3cccc([N+](=O)[O-])c3)CC2)cc1	-1	21	-2	3.5	3	-18	-9	-4	2
CCSc1nnc(NC(=O)/C=C/c2ccco2)s1	-6	6	-5	0.4	-9	-10	-8	-4	1
CCCN(C(=O)COC(=O)CNS(=O)(=O)c1ccc(NC(C)=O)cc1)C1CCS(=O)(=O)C1 (stereo unspecified)	-3	17	-15	0.3	4	-16	10	15	2
Cc1occc1C(=O)NNC(=O)CN1C(=O)NC(C)(c2ccccc2)C1=O (stereo unspecified)	2	-1	-1	1.2	7	2	-3	11	0
Cc1cc(=O)n2nc(N3CCC(C(=O)NCc4ccccc4Cl)CC3)sc2n1	-6	-2	-1	-0.3	3	-10	-8	-1	0
O=C(NCc1ccccc1F)C(c1ccccc1)c1ccccc1	-5	15	5	2.4	-12	7	17	-7	11
O=[N+]([O-])c1cccc(-c2ccc3nnc(SCc4cccnc4)n3n2)c1	-2	25	-6	1.4	0	-1	8	6	1
Cc1ccccc1CN1C[C@@H]2C[C@@H](c3cn[nH]c3-c3ccccc3)N3CCC[C@@]23C1=O	0	19	0	0.8	-8	-10	-5	5	2
Cc1ccc(S(=O)(=O)c2cc3c(=O)n4cccc(C)c4nc3n(CCc3ccccc3)c2=N)cc1C	-2	7	-1	1.0	1	-7	0	-1	1
O=C(CNC(=O)c1ccco1)NC1CCCCCC1	-4	12	-6	1.4	11	-9	-10	13	1
COc1ccc(C(=O)NC(=S)Nc2ccc(N3CCOCC3)c(Cl)c2)cc1[N+](=O)[O-]	1	20	5	4.3	-7	-4	3	6	9
CCC(C)n1nccc1NC(=O)C(C)Cl (stereo unspecified)	1	24	4	0.9	0	-18	-1	-2	0
CC1=CC(C)(C)NC(=S)N1c1cc(C)cc(C)c1	-7	2	-6	0.3	10	2	0	6	2
Cc1ccc(-c2c[n+](CC(=O)Nc3ccccc3C)c3n2CCC3)cc1	-17	-9	-5	0.3	6	2	-7	-8	2
O=C(CSc1nncc(=O)[nH]1)Nc1cccc([N+](=O)[O-])c1	-2	2	-1	7.9	-3	4	8	-5	2
CC(=O)Nc1ccc(NCC(O)COc2ccccc2)cc1 (stereo unspecified)	-4	23	0	0.3	2	-15	-7	17	0

# Copied from the entries so far for reference:
compound	M5 ag	M1 PAM parental	CHRM4 antagonist	M1 ag parental	M5 PAM	CHO-K1 Ca antag	M5 antag	M4 PAM	M4 ag
CC1CC(C)CN(C(=O)CNC(=O)c2ccc3ccccc3c2)C1 (stereo unspecified)	-1	16	-1	2.5	-8	-4	6	6	8
CC1CCCC(C)N1C(=O)CSc1nnnn1C1CCCC1 (stereo unspecified)	-8	13	-1	0.1	-4	-15	13	-3	1
COc1ccc(C2=Nn3c(nnc3-c3ccccc3C(F)(F)F)SC2)cc1OC1CCOC1 (stereo unspecified)	2	-10	3	-0.2	-4	-9	16	1	1
COc1ccc(C(=O)CN2CCN(S(=O)(=O)c3cccc([N+](=O)[O-])c3)CC2)cc1	-1	21	-2	3.5	3	-18	-9	-4	2
CCSc1nnc(NC(=O)/C=C/c2ccco2)s1	-6	6	-5	0.4	-9	-10	-8	-4	1
CCCN(C(=O)COC(=O)CNS(=O)(=O)c1ccc(NC(C)=O)cc1)C1CCS(=O)(=O)C1 (stereo unspecified)	-3	17	-15	0.3	4	-16	10	15	2
Cc1occc1C(=O)NNC(=O)CN1C(=O)NC(C)(c2ccccc2)C1=O (stereo unspecified)	2	-1	-1	1.2	7	2	-3	11	0
Cc1cc(=O)n2nc(N3CCC(C(=O)NCc4ccccc4Cl)CC3)sc2n1	-6	-2	-1	-0.3	3	-10	-8	-1	0
O=C(NCc1ccccc1F)C(c1ccccc1)c1ccccc1	-5	15	5	2.4	-12	7	17	-7	11
O=[N+]([O-])c1cccc(-c2ccc3nnc(SCc4cccnc4)n3n2)c1	-2	25	-6	1.4	0	-1	8	6	1
Cc1ccccc1CN1C[C@@H]2C[C@@H](c3cn[nH]c3-c3ccccc3)N3CCC[C@@]23C1=O	0	19	0	0.8	-8	-10	-5	5	2
Cc1ccc(S(=O)(=O)c2cc3c(=O)n4cccc(C)c4nc3n(CCc3ccccc3)c2=N)cc1C	-2	7	-1	1.0	1	-7	0	-1	1
O=C(CNC(=O)c1ccco1)NC1CCCCCC1	-4	12	-6	1.4	11	-9	-10	13	1
